# NCOA3 inh = inhibits human SRC3 coactivator. HEK293 GAL4-SRC3 luciferase reporter, luminescence. 360,000 compounds, 0.17% hits. Q9Y6Q9. inhibition, % at 3.6 µM;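 active means inhibition above a per-campaign cutoff, the mean of all compounds plus 3 SD, cut at about 60% in these data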;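 further: 0% = DMSO-treated cells and 100% = gossypol-treated cells at 36 µM; higher means less SRC3-driven luciferase light from the GAL4 reporter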
# KKLEB cytotox = reduces viability of KKLEB cystic fibrosis airway cells | AID 602141 | 360,000 compounds, 0.36% hits | activity change (cytotoxicity), % at 5 µM | KKLEB CF airway cells viability, ATPlite luminescence, overnight; stronger effect = lower value; cells stimulated with P. aeruginosa culture filtrate;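 active means corrected activity change at or below -50% at 5 µM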
# EBV LMP1 NFkB = reduces LMP1-driven NF-kappaB luciferase signal | LMP1-induced NF-kappaB luciferase reporter cells, luminescence | inhibition, % at 12.5 µM | 350,000 compounds, 0.69% hits; in the data active means inhibition above about 41%;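 further: 0% = neutral control wells and 100% = reference inhibitor control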
# LRH-1 inv ag = suppresses constitutive activity of human LRH-1 | HEK293T StAR-luciferase reporter, LRH-1 transfected, 24 h | inhibition, % at 3.6 µM | 360,000 compounds, 0.13% hits;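 active means inhibition above the mean inhibition of all tested compounds plus 3 SD, cut at about 73% in these data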;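 further: 0% = DMSO wells and 100% = reporter-only cells lacking LRH-1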
# Target sequence (O00482 whole entry, looked up): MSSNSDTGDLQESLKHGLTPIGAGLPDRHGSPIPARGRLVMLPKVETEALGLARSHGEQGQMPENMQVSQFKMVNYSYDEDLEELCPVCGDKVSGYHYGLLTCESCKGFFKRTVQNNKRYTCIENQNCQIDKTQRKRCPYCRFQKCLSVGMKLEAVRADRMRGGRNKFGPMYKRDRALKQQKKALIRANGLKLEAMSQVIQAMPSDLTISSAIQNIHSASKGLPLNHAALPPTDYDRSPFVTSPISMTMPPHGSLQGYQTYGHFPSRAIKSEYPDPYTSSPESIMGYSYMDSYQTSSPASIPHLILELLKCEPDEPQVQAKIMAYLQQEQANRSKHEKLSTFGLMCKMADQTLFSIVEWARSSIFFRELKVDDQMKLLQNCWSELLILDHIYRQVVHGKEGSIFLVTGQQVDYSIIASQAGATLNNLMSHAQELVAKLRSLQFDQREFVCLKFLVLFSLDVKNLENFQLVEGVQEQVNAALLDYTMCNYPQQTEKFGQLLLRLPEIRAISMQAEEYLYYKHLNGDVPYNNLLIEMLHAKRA
# COUP-TFII inh = inhibitors of human COUP-TFII (NR2F2). HEK293T NGFI-A luciferase reporter, luminescence. AID 686940. 370,000 compounds, 0.7% hits. inhibition, % at 8.6 µM. P24468;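 active means inhibition above a per-plate cutoff, mean inhibition of test wells between control levels plus 3 SD, cut at about 38% in these data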;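 further: cells cotransfected with COUP-TFII expression vector driving the NGFI-A reporter; 0% = median of COUP-TF2 test wells and 100% = reporter-only cells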
# Target sequence (P24468 whole entry, looked up): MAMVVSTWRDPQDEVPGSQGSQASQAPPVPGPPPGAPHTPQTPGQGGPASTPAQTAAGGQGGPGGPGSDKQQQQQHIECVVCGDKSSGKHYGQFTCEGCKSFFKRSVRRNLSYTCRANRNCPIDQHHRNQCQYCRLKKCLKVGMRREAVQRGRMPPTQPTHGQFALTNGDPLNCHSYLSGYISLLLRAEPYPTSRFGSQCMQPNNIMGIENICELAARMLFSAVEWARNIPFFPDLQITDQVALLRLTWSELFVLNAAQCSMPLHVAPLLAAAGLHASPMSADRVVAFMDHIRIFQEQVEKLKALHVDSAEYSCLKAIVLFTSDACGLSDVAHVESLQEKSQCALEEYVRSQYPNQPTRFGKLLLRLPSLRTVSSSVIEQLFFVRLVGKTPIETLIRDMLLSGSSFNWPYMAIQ
# TROY signal inh = inhibitors of TROY-dependent NF-kB signaling; Q293 LMP1-TROYcd NF-kB luciferase reporter, 4 h; inhibition, % at 10 µM; 360,000 compounds, 0.98% hits; AID 1347056;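 active means compounds whose plate-normalised and pattern-corrected inhibition of the luciferase reporter signal at the single screening dose is 50% or more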
# TRAIL sens C8 = sensitizes caspase-8 expressing cells to TRAIL. AID 624354. NB7+C8 cells + TRAIL, ATPlite viability luminescence. 360,000 compounds, 1% hits. inhibition (viability loss, TRAIL sensitization), % at 10 µM;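 active means compounds causing at least 50% loss of cell viability in the single-dose screen, relative to plate controls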
# SRC2 inh = inhibits human steroid receptor coactivator 2; Q15596; HEK293 GAL4-SRC2 luciferase reporter, luminescence; inhibition, % at 9 µM; 370,000 compounds, 0.17% hits;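 active means inhibition above the mean inhibition of all tested compounds plus 3 SD, set per campaign, cut at about 52% in these data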;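 further: 0% = DMSO treated cells and 100% = cells given Gossypol at 36 µM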
# SRC1 inh = inhibitors of human steroid receptor coactivator 1 (SRC1). Q15788. AID 588354. 360,000 compounds, 0.12% hits. HEK293 GAL4-SRC1 luciferase reporter, luminescence. inhibition, % at 3.6 µM;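 active means inhibition above the campaign mean plus 3 SD, with each screening campaign given its own cutoff, cut at about 60% in these data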;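 further: 0% = DMSO treated cells and 100% = gossypol at 36 µM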
# TWEAK Fn14 block = TWEAK-Fn14 signaling inhibition; inhibition, % at 10 µM; TWEAK-stimulated Fn14 reporter cells, luciferase luminescence, 8 h; 360,000 compounds, 2% hits; in the data active means inhibition above about 50%
# CF NFkB inh = cystic fibrosis NF-kB activation inhibition. KKLEB NF-kB-GFP reporter, PAF-induced, GFP fluorescence overnight. inhibition, % at 5 µM. 360,000 compounds, 0.86% hits;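 active means at least 50% inhibition at 5 µM, scaled per plate between neutral and stimulator controls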;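 further: PAF is a Pseudomonas aeruginosa culture filtrate used as stimulus; plate controls were PAF-stimulated DMSO wells for no effect and unstimulated DMSO wells for full effect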
# * = called active by the depositor; x = not tested or not shown.
# Results follow in this order: NCOA3 inh, KKLEB cytotox, EBV LMP1 NFkB, LRH-1 inv ag, COUP-TFII inh, TROY signal inh, TRAIL sens C8, SRC2 inh, SRC1 inh, TWEAK Fn14 block, CF NFkB inh
> O=C(CCC1CCCN(C2C3CC4CC(C3)CC2C4)C1)NCc1ccc(F)c(F)c1 (configuration not stated)
    12, -8, -11, 22, -4, 8, 7, -43, -4, -11, 10
> CC(C)(C)OC(=O)N1CCC(C(=O)Nc2ccc(C(=O)NCCc3ccccc3)cc2)CC1
    1, 18, -5, -18, 0, 4, 10, -8, 20, 54*, -3
> O=C(COC(=O)C12CC3CC(CC(C3)C1)C2)NNC(=O)c1ccccc1
    -6, -4, -2, 10, -26, -8, -7, 15, -21, -10, -3
> Cc1[nH]c(C)c(S(=O)(=O)NCc2ccc(OC(C)C)cc2)c1C(=O)N1CCCC1
    6, -1, -4, 9, 2, 6, 1, 6, 8, 25, -3
> COc1cccc2c(=O)n(CC(=O)NC3CCCC3)ccc12
    -19, -3, 3, -26, -27, -23, 6, -4, -19, 0, -11
> CC(C)(C)OC(=O)N1CCC(c2c(C(=O)O)cnn2-c2ccccc2)CC1
    7, -2, -4, 13, 27, 5, 3, -3, 6, 2, 6
> O=C(NC1CC2CCCC(C1)N2C(=O)Nc1ccccc1)c1ccncc1 (configuration not stated)
    -17, 3, 6, -10, 0, -5, 1, -14, -9, 9, 2
> CCCCn1c(N)c(N(CC(C)C)C(=O)c2cccc(S(=O)(=O)N3CC(C)OC(C)C3)c2)c(=O)[nH]c1=O (configuration not stated)
    -12, -13, -6, 9, -11, -5, -1, -10, -3, -3, 10
> Cc1ccc(OCC(=O)NNC(=O)c2cc3ccccc3o2)cc1C
    3, 1, 3, 4, 9, 1, 3, -3, 4, 5, 4
> c1csc(CNCc2ccncc2)c1
    13, -1, 11, 19, -3, -1, -10, 14, -38, 5, -20
> COc1ccccc1N(CC(=O)Nc1ccccc1)S(=O)(=O)c1cccs1
    -9, 8, -4, 13, -1, -30, -3, -6, -33, -6, 7
> CCCCn1c(=O)c(CCC(=O)OCC(=O)Nc2cc(Cl)ccc2OC)nc2ccccc21
    4, -14, 4, 6, 0, -25, -5, -12, -40, -9, 4
> COc1ccc(C(=O)NCC(=O)N2CCN(C(=O)c3ccco3)CC2)cc1OC
    8, 14, -4, 5, 5, -4, 3, 8, -1, 10, -11
> O=C(NCC1(N2CCOCC2)CCCCC1)c1ccc(Cl)c(S(=O)(=O)NCc2ccco2)c1
    -6, -7, -3, -21, 9, 18, -8, -15, -5, -7, 9
> Cc1cc2occ(CC(=O)Nc3nccs3)c2cc1C(C)C
    0, -13, -10, -14, 12, 10, 12, 5, -2, 28, 3
> CC(OC(=O)/C=C/c1cccs1)C(=O)NC1CCCCC1C (configuration not stated)
    5, -4, 4, 21, 24, -10, -7, 11, 21, -1, -12
> COc1ccc(C2c3c(-c4ccccc4O)n[nH]c3C(=O)N2CCc2ccc(OC)c(OC)c2)cc1 (configuration not stated)
    5, -11, 12, 11, 29, 18, 20, -20, 1, 41, 7
> CC(C)NC(=O)CCCOc1ccc(Cl)cc1Cl
    -14, -4, -6, -21, -21, -19, -9, -18, -32, -31, 8
> NC(=O)c1cc(S(=O)(=O)N2CCOCC2)ccc1Sc1ccccc1N
    11, 19, -15, -11, -8, 2, -2, -18, -11, 2, -11
> CCN(CC)S(=O)(=O)c1cc(NC(=O)c2ccc(-n3cncn3)c([N+](=O)[O-])c2)ccc1C
    17, -8, 9, 10, 54*, 42, 8, 27, -18, 27, 10
> C=C(C)COc1ccc(-c2n[nH]c(C)c2-c2ccccc2OC)c(O)c1
    -1, -4, -3, -2, 19, -14, -2, -24, -2, -7, -1
> CCNC(=O)CSc1nnc(-c2ccccc2)n1-c1ccc(OCC)cc1
    6, -23, -3, 0, 9, -1, -4, 9, 5, 19, -17
> CCCCN=C(NNc1ccc(Br)cc1)C(=O)OCC
    -1, -2, -6, -4, -1, 13, -6, -38, -27, -18, -14
> Cc1cccc(Nc2ncnc3nc[nH]c23)c1C
    -16, 14, -15, -12, -15, -8, -8, 1, 6, 5, -14
> CC(C)(C)c1ccc(/C=C/C(=O)NCCCN2CCOCC2)cc1
    -14, -8, -9, -37, 22, 29, -13, 39, -6, 32, -8
> CCOC1=C2[C@H](c3cccc(Cl)c3)N(S(=O)(=O)c3ccc(C)cc3)C[C@H]2n2c(=O)n(-c3ccccc3)c(=O)n2C1
    -6, 2, x, -24, -2, 5, 2, -8, 12, -1, 3
> Cc1c(C(=O)N2C[C@@H](C)O[C@@H](C)C2)oc2c(F)cccc12
    -50, -7, -18, -30, -29, -69, 1, -51, -50, -26, 15
> O=C(Cc1cccs1)NCc1cccc(F)c1
    -8, -3, -15, -38, -15, -37, -1, -30, -32, 8, -20
> Cc1cccc(NC(=O)CCS(=O)(=O)c2ccc3c(c2)oc(=O)n3C)c1
    -4, 6, 0, 10, 1, 12, -1, 1, 1, 31, -12
> Cn1c(=O)c2c(nc(NCC3CCCO3)n2Cc2cccc(Br)c2)n(C)c1=O (configuration not stated)
    2, 0, -2, 5, -1, 15, 3, -21, 13, 4, 0
> CN1CCCN(CC(O)COCc2cccs2)CC1 (configuration not stated)
    14, -6, -5, -6, -9, -8, -13, -16, -8, 2, 6
> Cc1cc(=O)c2c(=O)[nH][nH]c2[nH]1
    7, 3, -11, -27, 10, -3, -1, -11, -35, 2, 4
> O=C(NCC1CCCO1)c1ccc(COc2ccccc2Br)cc1 (configuration not stated)
    5, -13, -2, -37, 10, -24, 2, -12, -14, -26, 22
> COc1cccc(C2CC(c3ccccc3)Nc3nc(N)nn32)c1 (configuration not stated)
    0, 3, 1, -7, 1, -41, -9, -10, 0, -4, -3
> COCCCNC(=O)CN(c1cccc(Cl)c1C)S(C)(=O)=O
    6, -9, 4, 15, -2, 5, -2, 6, -5, 5, -2
> COc1cccc(C2=NOC(C(=O)NCc3ccccn3)C2)c1 (configuration not stated)
    -2, 4, -1, -12, -16, -18, 7, 7, 5, -5, 9
> CCOc1cc(/C=C(/C#N)c2nc3ccccc3[nH]2)ccc1Oc1ccc([N+](=O)[O-])cn1
    21, -38, 8, -8, -15, 25, 24, -33, -13, -12, 36
> Cn1c(SCC(=O)Nc2cccc(F)c2)nc2c([nH]c3ccccc32)c1=O
    8, -44, -52, 16, 14, 4, -3, -14, 0, 1, 10
> Cc1ccc2nc(N(CCCN(C)C)C(=O)c3ccc(S(=O)(=O)N4CCOCC4)cc3)sc2c1
    11, -2, 11, -25, -1, -10, -15, 11, -5, 34, -7
> Cc1ccc2cc(CCNC(=O)c3cccc([N+](=O)[O-])c3)c(=O)[nH]c2c1C
    10, -2, 8, -10, -2, 23, 16, -10, 7, -3, -7
> CCCCS(=O)(=O)N1CCCC(C(=O)Oc2ccc(Cl)cc2)C1 (configuration not stated)
    12, -5, 5, -3, -16, 7, 4, -55, 12, 12, 3
> O=C(N/N=C/c1ccco1)c1cccc(S(=O)(=O)Nc2ccccc2Cl)c1
    1, -3, -12, -5, 13, 6, 23, -6, -13, 21, 4
> CCOc1ccc(-n2c(SCc3nc(-c4cccs4)no3)nnc2-c2ccncc2)cc1
    4, 5, 3, 21, -11, 3, 2, -2, -37, -17, -5
> C/C(CC(=O)Nc1ccc(F)cc1)=N\NC(=O)c1ccccn1
    -84, 13, 0, -151, -76, -37, 9, -50, -125, -22, -30
> CC1=NOC(=O)/C1=C\c1ccccc1
    25, -8, 4, -3, 14, -9, 4, -10, 3, -19, -6
> CCOC(=O)c1nnsc1C(OC)Oc1ccccc1 (configuration not stated)
    -16, -2, -2, 5, 2, 5, -8, 29, 13, -11, 16
> CCCN(CCC)CCCNC(=O)c1cc2cc3ccc(OC)cc3nc2o1
    -5, -4, -3, -13, -3, -16, 0, -5, -23, -57, -9
> COc1ccc(C(=O)Cn2c(C(C)=O)nc3ccccc32)cc1
    57, -2, -1, 41, 1, -43, 12, -6, 40, -3, 15
> COc1cc(C(=O)N2CCN(C(=O)C3COc4ccccc4O3)CC2)cc(OC)c1OC (configuration not stated)
    14, 1, 8, 8, 15, 17, 2, 17, -5, -4, 7
> CNC1(c2nnnn2-c2ccccc2C)CCOC(C)(C)C1 (configuration not stated)
    23, -6, -5, -2, 1, -12, -4, 16, 15, -1, 15
> COc1ccc(Cl)cc1NC(=O)CN1C(=O)CC(C)S(=O)(=O)c2ccccc21 (configuration not stated)
    8, -2, 4, 3, 7, 0, -11, -8, 9, -12, 15
> Clc1cccc(CSc2nnc(-c3c[nH]c4ccccc34)o2)c1
    1, 5, 0, -8, -8, -19, -6, -24, -3, 9, 0

# 2 entries from above in another layout:
CCCN(CCC)CCCNC(=O)c1cc2cc3ccc(OC)cc3nc2o1
  NCOA3 inh: -5	KKLEB cytotox: -4	EBV LMP1 NFkB: -3	LRH-1 inv ag: -13	COUP-TFII inh: -3	TROY signal inh: -16	TRAIL sens C8: 0	SRC2 inh: -5	SRC1 inh: -23	TWEAK Fn14 block: -57	CF NFkB inh: -9
COc1ccc(Cl)cc1NC(=O)CN1C(=O)CC(C)S(=O)(=O)c2ccccc21 (configuration not stated)
  NCOA3 inh: 8	KKLEB cytotox: -2	EBV LMP1 NFkB: 4	LRH-1 inv ag: 3	COUP-TFII inh: 7	TROY signal inh: 0	TRAIL sens C8: -11	SRC2 inh: -8	SRC1 inh: 9	TWEAK Fn14 block: -12	CF NFkB inh: 15

# 3 of the compounds above, with tabs:
Structure	NCOA3 inh	KKLEB cytotox	EBV LMP1 NFkB	LRH-1 inv ag	COUP-TFII inh	TROY signal inh	TRAIL sens C8	SRC2 inh	SRC1 inh	TWEAK Fn14 block	CF NFkB inh
COc1cc(C(=O)N2CCN(C(=O)C3COc4ccccc4O3)CC2)cc(OC)c1OC (configuration not stated)	14	1	8	8	15	17	2	17	-5	-4	7
CNC1(c2nnnn2-c2ccccc2C)CCOC(C)(C)C1 (configuration not stated)	23	-6	-5	-2	1	-12	-4	16	15	-1	15
COc1ccc(Cl)cc1NC(=O)CN1C(=O)CC(C)S(=O)(=O)c2ccccc21 (configuration not stated)	8	-2	4	3	7	0	-11	-8	9	-12	15

# Compound profiles, as listed above. Order of screens: NCOA3 inh, KKLEB cytotox, EBV LMP1 NFkB, LRH-1 inv ag, COUP-TFII inh, TROY signal inh, TRAIL sens C8, SRC2 inh, SRC1 inh, TWEAK Fn14 block, CF NFkB inh
# COc1ccc(Cl)cc1NC(=O)CN1C(=O)CC(C)S(=O)(=O)c2ccccc21 (configuration not stated) reads 8, -2, 4, 3, 7, 0, -11, -8, 9, -12, 15
# CC(OC(=O)/C=C/c1cccs1)C(=O)NC1CCCCC1C (configuration not stated) reads 5, -4, 4, 21, 24, -10, -7, 11, 21, -1, -12
# CCCN(CCC)CCCNC(=O)c1cc2cc3ccc(OC)cc3nc2o1 reads -5, -4, -3, -13, -3, -16, 0, -5, -23, -57, -9
# Cc1[nH]c(C)c(S(=O)(=O)NCc2ccc(OC(C)C)cc2)c1C(=O)N1CCCC1 reads 6, -1, -4, 9, 2, 6, 1, 6, 8, 25, -3
# Cc1c(C(=O)N2C[C@@H](C)O[C@@H](C)C2)oc2c(F)cccc12 reads -50, -7, -18, -30, -29, -69, 1, -51, -50, -26, 15

# Compound activity: PubChem BioAssay, several laboratories
